Source: PubChem
HMGR II inh = inhibitors of E. faecalis class II HMGR, primary screen, biochemical, Enterococcus faecalis | HMG-CoA reductase (Enterococcus faecalis, mvaE) | purified E. faecalis HMGR, NADPH absorbance 340 nm kinetic | inhibition, % at 10 µM | 190,000 tested, 0.41% active | AID 1066, 2008;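 active = inhibition above a set limit, the median over all tested compounds plus 3 SD, cut at about 9.5% in these data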;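 note: enzyme runs in reverse so mevalonate oxidation gives rising NADPH absorbance; 0% = complete reaction with DMSO and 100% = background rate lacking mevalonate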
SRC2 TRFRET art = TR-FRET signal artefacts, primary screen, artefact control for PPARgamma SRC-2 agonist project, biochemical; TR-FRET artefact counter-screen; hits give high values; TR-FRET ratio at 8 µM; 200,000 tested, 0.4% active; AID 1049, 2008; in the data active = TR-FRET ratio above about 2000; note: inactives centre near 1500
PPARg SRC1 recr = PPARgamma agonists recruiting SRC-1 coactivator, primary screen, biochemical; 200,000 tested, 0.41% active; activation, % at 8 µM; Peroxisome proliferator-activated receptor gamma (Homo sapiens), P37231; PPARgamma-SRC-1 coactivator recruitment biochemical assay; AID 631, 2007; in the data active = activation above about 19%;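 note: 0% = DMSO and 100% = reference agonist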
Target sequence (P37231 whole entry, looked up): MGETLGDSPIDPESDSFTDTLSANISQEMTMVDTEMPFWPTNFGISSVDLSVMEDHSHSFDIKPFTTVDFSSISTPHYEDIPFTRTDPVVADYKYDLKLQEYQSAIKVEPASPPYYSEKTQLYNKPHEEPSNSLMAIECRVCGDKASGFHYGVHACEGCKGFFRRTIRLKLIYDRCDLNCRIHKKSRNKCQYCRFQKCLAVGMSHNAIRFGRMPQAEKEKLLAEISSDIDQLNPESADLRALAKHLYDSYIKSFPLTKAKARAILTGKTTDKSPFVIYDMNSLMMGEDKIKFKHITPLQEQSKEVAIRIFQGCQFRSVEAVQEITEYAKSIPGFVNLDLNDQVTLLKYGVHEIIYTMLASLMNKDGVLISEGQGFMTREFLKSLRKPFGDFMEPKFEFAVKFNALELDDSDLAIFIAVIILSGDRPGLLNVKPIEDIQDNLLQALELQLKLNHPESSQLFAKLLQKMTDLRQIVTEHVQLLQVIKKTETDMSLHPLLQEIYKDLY
L major viab = Leishmania major promastigote growth inhibition, primary screen | AID 1063, 2008 | 200,000 tested, 9% active | Leishmania major promastigotes, resazurin fluorescence viability | inhibition, % at 10 µM; in the data active = inhibition above about 50%;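 note: promastigotes grown with compound for 44 hours at 28 °C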
S1P3 antagonist = S1P3 receptor antagonists, primary screen, cell-based. 170,000 tested, 0.27% active. inhibition, % at 4.98 µM. CHO S1P3 NFAT-BLA reporter, FRET fluorescence, antagonist mode. Sphingosine 1-phosphate receptor 3 (Homo sapiens), Q99500;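 active = inhibition above the plate cutoff, the mean inhibition of test wells on that plate plus 3 SD, cut at about 28% in these data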;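 note: cells challenged with S1P at its EC80 of 0.8 µM; blue over green emission ratio from cleaved BLA substrate after 4 h stimulation; 0% = S1P-stimulated wells and 100% = unstimulated DMSO-only wells; some compounds past the cut are filed as inactive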
Target sequence (Q99500 whole entry, looked up): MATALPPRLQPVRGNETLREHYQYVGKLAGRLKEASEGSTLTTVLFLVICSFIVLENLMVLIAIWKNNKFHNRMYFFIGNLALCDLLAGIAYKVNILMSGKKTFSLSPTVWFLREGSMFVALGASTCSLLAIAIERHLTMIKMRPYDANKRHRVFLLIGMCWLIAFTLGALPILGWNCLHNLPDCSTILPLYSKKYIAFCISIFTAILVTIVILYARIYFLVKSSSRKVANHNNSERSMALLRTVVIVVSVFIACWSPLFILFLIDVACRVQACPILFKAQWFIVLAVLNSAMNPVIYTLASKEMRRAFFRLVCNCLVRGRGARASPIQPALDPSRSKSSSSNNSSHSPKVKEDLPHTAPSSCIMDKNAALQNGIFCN
bIAP inh = bovine intestinal alkaline phosphatase inhibitors, primary screen, selectivity assay for TNAP inhibitor project, biochemical, bovine IAP, CDP-star luminescence; alkaline phosphatase, intestinal [Bos taurus]; purified bovine IAP, 30 min; inhibition, % at 20 µM; 190,000 tested, under 10 active; AID 1019, 2008;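 active = over 50% inhibition of intestinal alkaline phosphatase at 20 µM in the single-dose screen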
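System: purified bovine intestinal alkaline phosphatase (IAP) enzyme; Input: IAP diluted 1/65,000,000 in the well; Measured by: CDP-star luminescence signal; Compound dosing: 20 µM single dose; Incubation: 30 min reaction at room temperature.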
ROMK primary = ROMK potassium channel modulators, primary screen, cell-based, thallium flux, MLSMR library. ATP-sensitive inward rectifier potassium channel 1 (Homo sapiens), P48048. Tet-inducible ROMK, thallium flux fluorescence; actives lie on both sides. B-score at 10 µM. 130,000 tested, 2% active. AID 1918, 2009;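 active = signal ratio slope over the read window, or its plate-corrected B-score, at least 3 SD from the plate mean, either direction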;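 note: B-score of the F/F0 ratio slope over 7 to 12 s after thallium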
RAM inhibit = inhibitors of the yeast RAM network, primary screen, dse1pr::URA3 reporter, 5-FOA selection | S. cerevisiae dse1pr::URA3 reporter, 5-FOA growth OD615, 2 d; analog-sensitive cbk1-as2 kinase mutant strain | inhibition, % at 50 µM | 190,000 tested, 1.8% active | AID 868, 2007;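 active = inhibition above a set limit, 3 SD over mean compound inhibition, cut at about 8.4% in these data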;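 note: 0% = DMSO-only wells with no growth and 100% = 10 µM 1-NA-PP1 full growth; inhibition rescues growth on 5-FOA so higher OD means more RAM inhibition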
DTT redox prof = compounds producing H2O2 with reducing agent – biochemical, NIH compound library profiling, artefact control for MLSCN library redox annotation, primary screen. DTT-dependent redox cycling H2O2, phenol red/HRP absorbance; 100% = 100 µM peroxide control, 0% = buffer. activation, % at 10 µM. 200,000 tested, 0.03% active;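 active = activation of at least 50% relative to the plate's high and low controls in the primary single-dose screen; inactive = activation below 50%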;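 note: compound incubated with DTT at 0.8 mM final as the reducing agent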
PPARg SRC-2 ag = agonists of PPARg-SRC-2 recruitment, primary screen, biochemical, HTS. PPARgamma LBD-SRC-2 recruitment. activation, % at 8 µM. 200,000 tested, 0.34% active. AID 1032, 2008; in the data active = activation above about 22%;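 note: 0% = vehicle and 100% = reference agonist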
PPARg SRC3 recr = PPARgamma agonists recruiting SRC-3 coactivator, primary screen, biochemical; Peroxisome proliferator-activated receptor gamma (Homo sapiens), P37231; 200,000 tested, 0.26% active; AID 731, 2007; activation, % at 8 µM; biochemical PPARgamma/SRC-3 coactivator recruitment assay; in the data active = activation above about 23%;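 note: 0% = DMSO and 100% = reference agonist; some compounds past the cut are filed as inactive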
Starred values were filed as active, the others as inactive; / = no result given.

SMILES	HMGR II inh	SRC2 TRFRET art	PPARg SRC1 recr	L major viab	S1P3 antagonist	bIAP inh	ROMK primary	RAM inhibit	DTT redox prof	PPARg SRC-2 ag	PPARg SRC3 recr
CCOC(=O)CNC(=O)c1sc(NC(=O)c2ccccc2F)nc1C	-3.2	1651	9.9	8.2	-7.1	4.4	/	1.3	-3.1	3.9	10.6
c1ccc(CSc2nnc(SCc3ccccn3)s2)nc1	1.4	1543	-3.1	-5.1	/	10.7	0.33	0.7	-1.7	-2.5	-6.0
CC1C(=O)C(C)C(c2cccs2)NC1c1cccs1 (stereo not drawn)	-0.7	1582	4.5	5.3	/	6.4	/	0.7	-3.0	3.6	1.0
NC(=O)C1CCCN(C(=S)NCc2ccc3c(c2)OCO3)C1 (stereo not drawn)	-0.7	1485	1.0	-0.7	6.6	-11.3	0.185	0.8	-0.1	-1.6	1.3
O=C(N1CCN(c2ccc(F)cc2)CC1)C1(c2cccs2)CCOCC1	-2.7	1429	10.6	-4.6	-10.3	17.4	/	2.6	0.6	-2.0	-5.2
Cc1cc(C(=O)O)cc(Br)c1N	-5.2	1523	4.9	-1.6	-6.1	-16.3	0.657	1.0	0.3	-4.0	3.3
CCNc1nc(NCC)nc(NC(N)=S)n1	-11.9	1578	-1.1	3.3	-20.0	-7.3	-0.482	0.8	-0.2	4.2	-1.3
CCC/C(=N\NC(=O)CCC(=O)NCc1ccccc1)c1ccccc1	0.5	1529	0.1	-4.7	6.0	-3.8	0.129	0.4	-0.5	7.7	5.5
O=C(COc1ccccc1)NC1CCCCC1	1.1	1465	-10.6	-4.5	-13.4	11.6	-0.00883	-0.1	-0.2	1.6	-1.0
COc1nc2c(s1)C(=O)NCCC2	-1.8	1404	-6.0	-1.0	-15.8	6.3	-0.0308	1.0	-5.2	-1.2	-3.0
Cc1c(NC(=O)COc2ncnc3ccccc23)c(=O)n(-c2ccccc2)n1C	0.5	1533	2.8	-7.2	1.6	10.4	/	2.5	1.2	12.7	-7.4
Cn1c(=O)c2c(nc(CN3CCOCC3)n2CC(=O)c2ccccc2)n(C)c1=O	/	1339	-1.8	0.3	-9.0	/	0.0883	/	0.4	4.2	14.1
COc1ccc(NC(=O)C2CCCC2)cn1	-8.5	1681	8.3	-0.4	-18.4	-23.2	-0.0341	2.8	-0.5	-2.9	2.6
CCOC(=O)CCC(=O)NNC(=O)c1ccc(NC(=O)c2ccccc2)cc1	-5.4	1688	6.2	-2.6	-15.8	-12.0	0.0916	1.7	13.0	5.4	-2.0
CC(=O)NC(CCS(C)(=O)=O)C(=O)Nc1ccc2c(c1)OCCO2 (stereo not drawn)	6.2	1609	3.3	-6.9	-0.6	-1.8	0.0645	-0.2	-0.2	6.2	0.3
COc1ccc(/C=C(\NC(=O)c2ccccc2Cl)C(=O)NCCCC(=O)O)cc1	5.6	1487	-1.0	-5.7	-16.5	1.5	0.73	-0.4	-0.8	-9.0	3.4
C/C(=N\NC(=O)c1ccncc1)c1cccs1	3.1	1714	12.1	-5.5	-5.7	10.0	-0.455	-0.6	-0.6	6.9	0.7
O=C(CNC(=O)c1ccc(S(=O)(=O)N2CCCC2)cc1)N/N=C/c1c(Cl)cccc1Cl	2.3	1617	9.1	83.1*	-3.3	3.5	-0.143	0.8	-0.5	3.7	-1.6
Cc1ccc(N2C(=O)N(CC(=O)c3cc(C)ccc3C)C(=O)C2C)cc1 (stereo not drawn)	4.3	1485	-2.5	0.3	-3.3	10.7	/	4.0	0.6	2.1	0.2
O=C(O)CCc1ccc(-c2ccc(Cl)cc2)n1Cc1ccco1	-6.5	1655	-1.5	-4.4	7.2	5.8	/	3.0	1.1	6.7	-1.1
Cc1ccccc1N=C/C=C1\N(C)c2ccccc2C1(C)C	1.5	1398	-0.7	96.7*	/	27.7	-0.714	2.0	0.1	1.0	-14.0
COc1ccc(OC)c(NC(=O)Cn2cc(C(=O)c3ccco3)c3ccccc32)c1	-6.4	1422	-3.5	23.6	9.3	13.3	/	2.1	2.1	-3.9	-7.9
C=CCNC(=O)c1c2c(nc3ccccc13)-c1ccccc1CC2	-3.0	1574	0.5	0.3	/	6.9	/	0.3	0.8	-0.8	-6.4
Nc1ccc(N2CCOCC2)c(S(=O)(=O)Nc2cc(Cl)ccc2Cl)c1	0.8	1694	2.8	2.1	-24.3	-4.6	0.43	0.0	-1.1	5.3	5.0
NS(=O)(=O)c1ccc(NC(=O)COC(=O)C2CC(=O)N(Cc3ccccc3)C2)cc1 (stereo not drawn)	10.6*	1518	13.9	-5.4	5.1	-7.8	-0.0153	0.6	-0.1	-1.9	4.3
O=[N+]([O-])c1ccc2nc(-c3ccccc3)cc(-c3ccccc3)c2c1	-1.7	1320	-3.0	-10.4	9.8	0.7	-0.223	1.4	0.9	-4.1	-1.3
Cc1cc(C(=O)N[C@@H](c2ccccc2)[C@]2(C)C[C@H]2[C@@H](C)C(=O)Nc2ccc3ccccc3c2)no1	-1.1	1476	3.4	-4.5	5.4	-44.6	0.899	7.0	1.0	-0.8	-3.5
Cc1ccc(C(=O)Nc2cccc(C(=O)N3CCN(C)CC3)c2)cc1	-0.2	1478	-12.6	0.0	/	0.1	/	1.5	0.0	-5.6	-2.7
Cc1onc(-c2ccccc2)c1C(=O)N1CCN(S(=O)(=O)c2ccc3c(c2)OCCO3)CC1	2.0	1607	7.5	-0.3	-10.8	-7.4	/	0.7	-0.6	9.3	4.7
CCCSc1nc(C)c(CC(=O)O)c(=O)[nH]1	1.2	1709	2.9	-7.1	/	1.6	-0.0542	1.9	0.0	7.2	-4.3
CC(C)Cn1ccc(=O)n(CC(C)C)c1=O	-5.3	1472	-7.3	-7.4	-11.8	-6.0	0.161	0.3	-0.1	4.6	-6.3
CCNc1nc(Oc2ccc(=O)[nH]n2)nc(SC)n1	-2.3	1689	2.8	-3.4	-2.0	14.5	-0.635	1.9	1.7	8.5	2.6
CCOC(=O)C1(Cc2ccccc2)CCN(Cc2cnn(CC)c2)CC1	2.2	1546	8.6	6.4	-6.6	-4.1	-0.174	0.4	-1.3	1.9	4.8
O=C(NCCCO)Nc1ccc2nc(-c3ccco3)c(-c3ccco3)nc2c1	-7.0	1571	6.2	-5.6	/	11.9	/	3.8	1.1	-2.1	8.1
CCOC(=O)CNC(=O)CN1C(=O)CC(c2ccccc2)S(=O)(=O)c2ccccc21 (stereo not drawn)	10.7*	1550	7.8	-6.5	0.7	-0.7	1.1	1.0	-0.2	9.0	-1.6
O=C(COC(=O)c1cc[n+]([O-])cc1)Nc1ccccc1Sc1ccccc1	7.2	1595	-0.8	-5.6	-42.4	-33.2	0.0963	1.1	0.0	6.7	5.7
Cc1noc(C)c1COC(=O)c1cccc(S(=O)(=O)N2CCCCCC2)c1	-6.2	1573	-3.0	8.1	23.2	1.3	/	1.4	-2.4	-1.7	-4.8
Cc1cn([C@H]2C[C@H](N=[N+]=[N-])[C@@H](CO)O2)c(=O)[nH]c1=O	-2.0	1514	4.5	-2.5	5.8	15.9	/	1.1	0.5	14.8	-1.5
CCOc1ccc2[nH]c(=O)c(CN(CCCN3CCOCC3)Cc3nnnn3Cc3ccc(OC)cc3)cc2c1	0.7	1445	-4.2	3.8	-9.9	-5.1	-0.65	-0.5	-0.2	0.4	-4.0
Cc1ccc(C2C3=C(CCCC3=O)N=C3c4ccccc4C(=O)C32)cc1 (stereo not drawn)	-5.9	1564	-3.1	66.7*	0.2	1.7	-0.459	3.6	0.2	-7.4	8.9
C=CCN(C(=O)CNC(=O)c1ccco1)C(C(=O)NC1CCCCC1)c1ccc(OC)cc1 (stereo not drawn)	-0.8	1578	2.0	6.0	/	-0.1	/	1.4	0.8	6.7	5.3
CCOC(=O)c1c(NC(=O)COc2cccc3c2CCN(C)C3=O)sc2c1CCC2	2.8	1622	-0.8	79.8*	3.8	22.8	/	1.6	0.5	-4.1	5.7
COCCNc1nc(SCC(=O)N2CCN(c3ccccc3)CC2)nc2ccccc12	-3.6	1554	6.0	24.7	/	-3.9	/	0.5	0.7	-5.2	1.5
COc1ccccc1/C=N/N1C(=O)c2cccc3cccc(c23)C1=O	-4.4	1500	-0.8	-4.7	-8.2	-8.4	1.36	1.9	0.5	2.9	-1.6
CC(C)(C)CC(=O)Nc1ccc(C(N)=O)cc1	-3.6	1585	3.7	-0.1	/	1.8	/	0.1	2.5	-0.4	3.9
COc1ccc(CC(=O)NNC(=S)Nc2ccccc2)cc1Br	0.0	1475	1.1	-4.4	/	-23.4	/	2.6	1.5	-0.3	-0.6
C/C(=N\NC(=S)NC(C)C)c1ccc(-n2ccnc2)cc1	0.5	1434	-0.1	1.2	/	15.7	0.641	1.1	0.0	9.6	-0.9
CCOC(=O)/C(C#N)=C\c1cc(C)n(-c2ccccc2)c1C	-1.7	1698	1.5	-7.1	/	-0.4	/	3.6	0.6	2.5	3.2
C/C=C/Cn1cccc(C(=O)Nc2ccc(OC)cc2)c1=O	-2.6	1464	-1.5	-9.4	9.0	1.1	-0.0132	0.9	-0.5	4.1	0.4
COc1ccc(C)cc1NC(=O)c1ccccc1NS(=O)(=O)c1cccc2cccnc12	-3.7	1482	-0.4	28.5	-1.2	26.2	/	-0.4	0.4	-2.7	6.6
O=C(c1ccccc1)N(Cc1cccs1)C1CCS(=O)(=O)C1 (stereo not drawn)	1.7	1323	-0.9	-1.6	-7.0	7.1	0.597	0.8	-0.1	-3.4	-8.4
CC1CN(C(=O)C2CC2)C(C)CN1C(=O)C1CC1 (stereo not drawn)	-2.9	1492	-5.8	0.4	-7.1	-3.8	/	1.9	0.2	1.3	1.5
O=C(c1ccc(S(=O)(=O)Cc2ccccc2F)c([N+](=O)[O-])c1)N1CCCCCC1	-0.9	1643	-3.3	14.7	-3.8	-3.6	-0.762	1.4	-0.4	3.0	1.6

Random draw from the library, and some 13% of all compounds hit somewhere here.
